Rtt109 HAT inh: inhibitors of C. albicans Rtt109/Vps75 HAT, primary screen, biochemical, ThioGlo CoA-SH fluorescence, plate reader; Histone acetyltransferase RTT109 (Candida albicans (strain SC5314 / ATCC MYA-2876)), …; purified Rtt109/Vps75, 4 h; inhibition, % at 34.9 µM; 0.16% of 330,000 active; AID 540336, 2011;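 active = inhibition of at least 50% in every replicate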
Target sequence (Q5AAJ8 whole entry, looked up): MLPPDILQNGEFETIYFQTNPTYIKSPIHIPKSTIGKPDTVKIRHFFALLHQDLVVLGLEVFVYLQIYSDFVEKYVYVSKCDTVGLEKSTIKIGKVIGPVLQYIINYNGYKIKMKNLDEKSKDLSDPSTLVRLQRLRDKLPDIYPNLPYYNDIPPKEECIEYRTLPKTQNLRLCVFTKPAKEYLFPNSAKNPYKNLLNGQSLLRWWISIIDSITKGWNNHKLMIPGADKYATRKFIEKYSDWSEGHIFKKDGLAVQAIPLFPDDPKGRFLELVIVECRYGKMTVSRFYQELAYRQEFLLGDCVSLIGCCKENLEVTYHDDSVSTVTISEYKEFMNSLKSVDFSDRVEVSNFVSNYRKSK
CAL PDZ FP-1: untagged CAL PDZ binding inhibitors, primary screen, biochemical, fluorescence polarization, HTS; AID 602252, 2012; 0.92% of 300,000 active; inhibition, % at 24.9 µM; Golgi-associated PDZ and coiled-coil motif-containing protein (Homo sapiens), Q9HD26; purified CAL PDZ, TMR-peptide fluorescence polarization, 1 h;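 active = mean inhibition of at least 30% with at least half of replicates also reaching 30%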;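 also: 0% = DMSO neutral control and 100% = excess unlabeled competitor peptide PRC23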
C-LANA FP: inhibitors of KSHV C-LANA binding to DNA, primary screen, biochemical, fluorescence polarization, FAM-LBS DNA, MBP-C-LANA, single point; inhibition, % at 9 µM; 0.078% of 340,000 active;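 active = highest replicate inhibition at or above 60% at 9 µM, even if other replicates fall short; inactive = all replicates below 60% inhibition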;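 also: 0% = neutral control wells and 100% = 4 µM acridine orange control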
SR-BI DiI-HDL act: activators of SR-BI mediated DiI-HDL uptake, primary screen, ldlA[mSR-BI] CHO cells, DiI fluorescence. 3 h; 100 = double the neutral-control signal. activation, % at 12.5 µM. 0.096% of 320,000 active. AID 504775, 2011;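 active = mean replicate activation of at least 60% and every replicate at or above 60%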;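 also: 0% = median plate neutral-control signal and 100% = twice that signal; values of inactives mirror those of a sister screen read the other way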
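System: CHO ldlA[mSR-BI] cells / Medium: HEPES-buffered (25 mM, pH 7.4) F12 plus 0.5% BSA / Probe or stimulus: labelled HDL, 10 µg/mL / Doses: single compound concentration, delivered by pin transfer / Schedule: 3 h, 37 °C / Measured by: DiI fluorescence, bottom read / Measure: cell-associated DiI fluorescence as measure of HDL uptake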
PKA-R2B activ: activators of PKA-R2B holoenzyme, primary screen, biochemical, fluorescence polarization, Cy5-IP20, human | activation, % at 11.4 µM | cAMP-dependent protein kinase catalytic subunit beta (Homo sapiens) + cAMP-dependent … | 0.079% of 340,000 active | AID 504700, 2011 | PKA-R2B holoenzyme dissociation; R2B truncated from residue 108, S112A mutant; 0% DMSO only, 100% 113 µM cGMP;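 active = activation above a cutoff set at the mean over all compounds plus 3 SD, cut at about 18% in these data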;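 also: higher means more holoenzyme dissociation and a rise in polarization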
Target sequence (P31323 whole entry, looked up, other chains not shown, the tested form may be a part): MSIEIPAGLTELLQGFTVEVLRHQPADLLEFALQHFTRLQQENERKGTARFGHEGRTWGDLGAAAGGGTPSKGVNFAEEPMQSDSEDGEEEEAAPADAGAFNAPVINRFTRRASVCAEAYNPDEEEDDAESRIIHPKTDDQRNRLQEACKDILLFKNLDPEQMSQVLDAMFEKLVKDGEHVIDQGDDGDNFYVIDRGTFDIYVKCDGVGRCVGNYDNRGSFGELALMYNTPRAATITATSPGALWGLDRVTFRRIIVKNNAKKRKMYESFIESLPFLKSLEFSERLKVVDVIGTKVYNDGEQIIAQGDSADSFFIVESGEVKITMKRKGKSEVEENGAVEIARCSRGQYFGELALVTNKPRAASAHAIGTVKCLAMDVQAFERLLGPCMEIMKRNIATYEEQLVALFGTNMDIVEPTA
CAL PDZ FP-2: CAL PDZ peptide-binding inhibitors, primary screen, biochemical, fluorescence polarization, Cer-tagged CAL PDZ, HTS; Golgi-associated PDZ and coiled-coil motif-containing protein (Homo sapiens), Q9HD26; purified CAL PDZ, TMR-peptide fluorescence polarization, 1 h; inhibition, % at 20 µM; 0.02% of 330,000 active; AID 504414, 2011;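 active = highest replicate inhibition of at least 40%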;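 also: plate controls were DMSO neutral control wells for no effect and unlabeled competitor peptide control wells for full effect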
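System: purified tagged CAL PDZ domain construct (CerCALP). Schedule: 1 h incubation at room temperature before polarization reading. Medium: 25 mM sodium phosphate pH 7.4, 150 mM NaCl, TCEP, IgG, Thesit. Read-out: percent inhibition from loss of millipolarization. Measured by: FP readout, S and P plane fluorescence. Probe or stimulus: fluorescent TMR peptide probe.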
DAGLB inh: DAGLB lipase inhibitors, primary screen, biochemical, fluorescence, HTS. AID 504411, 2011. Diacylglycerol lipase-beta (Homo sapiens), Q8NCG7. inhibition, % at 5.17 µM. 0.059% of 340,000 active. HEK293T DAGLB membrane lysate, EnzChek fluorogenic substrate; in the data active = inhibition above about 34%;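 also: 0% = enzyme with vehicle and 100% = wells lacking enzyme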
RTF Ca sens act: cardiac RTF calcium sensitivity activators, primary screen, biochemical, IANBD-TnC fluorescence, EC20 calcium; 0.24% of 340,000 active; AID 493008, 2010; activation, % at 7.2 µM; IANBD-labeled TnC RTF fluorescence at EC20 calcium; 0% EC20 calcium, 100% full calcium; Troponin I, cardiac muscle (Homo sapiens) + Troponin T, cardiac muscle (Homo sapiens) + …;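 active = activation above the mean over all tested compounds plus 3 SD, cut at about 30% in these data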;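 also: rise in fluorescence read as greater calcium sensitivity of cardiac thin filaments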
Cardiac RTF inh: cardiac RTF calcium sensitivity inhibitors, primary screen, biochemical, IANBD-TnC fluorescence, EC70 calcium. Troponin I, cardiac muscle (Homo sapiens) + Troponin T, cardiac muscle (Homo sapiens) + …. IANBD-labeled cardiac RTF, Ca2+ fluorescence. inhibition, % at 7.15 µM. 0.12% of 340,000 active. AID 493244, 2011;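 active = inhibition above the mean inhibition of all tested compounds plus 3 SD, cut at about 17% in these data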;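 also: assay run at fixed EC70 calcium of 1.6 mM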
Keap1-Nrf2 PPI: Keap1-Nrf2 protein-protein interaction inhibitors, primary screen, biochemical, fluorescence polarization, single point. inhibition, % at 9.4 µM. 0.15% of 340,000 active. Keap1 Kelch-Nrf2 peptide fluorescence polarization, 1536-well. Kelch-like ECH-associated protein 1 (Homo sapiens), Q14145; in the data active = inhibition above about 12%;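 also: human Keap1 Kelch domain with fluorescein labeled Nrf2 9mer peptide probe; 0% = neutral control wells and 100% = peptide positive control; higher means more block of Keap1 binding to Nrf2 peptide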
Starred values were filed as active, the others as inactive; x = no result given.

SMILES,Rtt109 HAT inh,CAL PDZ FP-1,C-LANA FP,SR-BI DiI-HDL act,PKA-R2B activ,CAL PDZ FP-2,DAGLB inh,RTF Ca sens act,Cardiac RTF inh,Keap1-Nrf2 PPI
O=C(COC(=O)c1cc(S(=O)(=O)N2CCOCC2)ccc1O)NCc1ccc2c(c1)OCO2,1,0,0.1,-11,4,-1.6,3,3,-22,-2
Cc1c(O)ccc(C(=O)CN2CCN(Cc3ccc4c(c3)OCO4)CC2)c1O,2,-3,1.7,13,-11,-0.8,1,2,-17,1
O=C(COc1cccc(-n2cnnn2)c1)Nc1ccccc1,8,-5,2.1,-2,-2,-3.2,1,-2,0,-2
CCOC(=O)c1ccc(CC2S/C(=C(\C#N)C(C)=O)NC2=O)cc1 (stereo not given),0,x,0.7,-5,-8,0.1,12,4,-1,-4
O=c1/c(=C/c2ccco2)sc2n1CN(c1cccc(Br)c1)CN=2,11,-15,-1.3,-10,0,-1.5,-2,1,-3,-3
CNC(=S)N1N=C(c2cccs2)CC1c1ccc(F)cc1 (stereo not given),-1,-3,2.3,3,-1,x,-2,-2,-2,0
Cc1ccc(/C=C/C(=O)c2ccccc(=O)c2O)c(C)c1,x,-1,1.0,14,-10,-2.2,18,-22,-6,-4
CS(=O)(=O)N(CC(=O)N1CCC(C(N)=O)CC1)c1ccc(Cl)c(C(F)(F)F)c1,2,-2,0.7,18,4,x,0,0,-1,2
Cc1cc(C)nc(NC(=O)c2c(-c3ccccc3Cl)noc2C)n1,-12,0,0.4,3,-9,-0.4,-1,4,-15,-11
COc1ccc(S(=O)(=O)CCC(=O)N2CCN(c3ccc([N+](=O)[O-])cc3)CC2)cc1,-2,1,-0.9,-3,4,-2.2,1,4,-10,-7
CSCc1nc2scc(-c3ccccc3)c2c(=O)[nH]1,-10,x,-0.4,-13,-4,-0.8,2,-1,-1,-2
CC(=O)c1ccc(N2CCN(C(=O)c3cc4c(-c5ccccc5F)nn(C)c4s3)CC2)cc1,5,x,0.0,-13,0,-2.2,1,-4,3,-6
CN1CCCC(OC(=O)c2cc(F)c(F)c(F)c2F)C1 (stereo not given),4,-1,-3.5,16,2,-0.4,-1,-3,-2,1
Cc1cc(NC(=O)c2ccccc2C)no1,18,x,-2.2,26,-4,0.2,-8,3,-1,-1
COc1ccccc1C(=O)NCC(=O)N1CCN(c2ncccn2)CC1,3,-3,-0.2,6,1,-0.5,-2,-1,-4,-2
Cc1ccccc1-c1cc(-c2ccccc2O)n[nH]1,1,-1,1.0,-17,-6,-3.9,-7,-3,10,1
O=C(NNC1=C(C(=O)C(F)(F)F)CCC1)c1ccncc1,-2,2,0.3,-60,-6,0.8,4,3,2,-4
O=C(/C=C/c1ccc2c(c1)OCO2)NCc1ccc(F)cc1,-4,-2,0.1,10,-18,-0.9,0,2,1,-1
CSc1nn2cc(CCN3CCOCC3)c(-c3ccc(F)cc3)nc2c1C#N,-2,3,-2.0,21,5,0.2,2,7,-12,-3
O=C(C1=NN[C@@H]2C(=O)N(c3ccccc3C(F)(F)F)C(=O)[C@H]12)C(c1ccccc1)c1ccccc1,-3,-1,2.6,12,-3,-3.3,-5,-1,2,1
NS(=O)(=O)c1ccc(NC(=O)c2cccc(N3C(=O)c4ccccc4C3=O)c2)cc1,-3,20,-2.0,-14,-6,1.9,1,0,-7,-5
CSc1nc(N)c2c(n1)OC(N)=C(C#N)C2c1cccnc1 (stereo not given),3,-2,-0.9,-2,-14,-2.7,-3,5,-1,-3
Cc1cc(NC(=O)CSc2nc(=O)cc(N)n2-c2ccc(C)c(C)c2)no1,0,x,1.0,16,-4,-0.3,0,-1,-5,2
COc1ccc(CNC(=O)COC(=O)CCOc2ccc(C)cc2)cc1,-4,1,-0.5,22,-12,-2.6,-2,-5,-3,-4
O=C(Nc1ccc2oc(-c3cccnc3)nc2c1)c1cccnc1,-6,-3,1.0,-24,-3,-1.0,-1,-2,-2,-3
Cc1csc(NC(=O)C2CC(=O)N(c3ccc(C)c(C)c3)C2)n1 (stereo not given),18,-3,1.1,-6,7,-3.4,-2,2,6,-1
CC(c1nc2ccccc2c(=O)[nH]1)N1CCOCC1 (stereo not given),8,1,1.3,6,0,-2.8,-1,-1,-5,-2
Cc1cccc(N2CC(C)Cn3c2nc2c3c(=O)n(CC(=O)OCc3ccccc3)c(=O)n2C)c1 (stereo not given),5,0,3.1,-17,0,-1.4,2,4,-5,-6
O=C(CS(=O)(=O)c1ccccc1Cl)N1CCOCC1,1,-5,2.5,10,-1,-0.6,-2,1,-4,-3
O=C(/C=C/c1ccccc1)Nc1cccc(C(=O)NC2CC2)c1,2,-1,-0.9,-40,1,-2.4,0,0,-3,-1
COC(=O)c1sccc1NC(=O)COc1ccc(Cl)cc1,1,-1,-0.3,37,-3,-0.4,0,-3,0,4
COc1ccc(CNC(=O)CN2C(=O)COc3ccc(S(=O)(=O)N4CCCCC4)cc32)cc1,0,-2,-0.8,1,-13,-2.0,-1,-2,1,0
COCC(C)N1CCC(n2nccc2NC(=O)c2ccccc2Cl)CC1 (stereo not given),3,-2,0.2,11,-6,-0.5,0,-2,-6,-1
CCO[C@@H]1OC(C(=O)NC2CC2)=C[C@H](c2ccc(C(F)(F)F)cc2)[C@H]1CCCO,11,-4,-0.4,25,-15,-0.7,-6,-5,1,-2
[O-][N+](=Cc1ccccc1)c1ccc(Cl)cc1,2,-3,2.0,-3,-4,0.7,-8,0,-8,2
CCOc1cc2c(C#N)c(N3CCOCC3)nc(N)c2c(N)n1,-29,-5,-0.1,-5,-3,x,-1,-2,-5,-9
Nc1nnc(-c2ccccc2Cl)s1,-3,-4,0.7,26,-11,-0.5,-2,-1,-1,0
O=C(NC(=S)N1CCCc2ccccc21)c1ccc([N+](=O)[O-])cc1,-14,-6,-0.3,-12,8,-0.5,-1,-8,-12,1
CC(=O)Nc1ccc(NC(=O)Cn2cnc(S(=O)(=O)N3CCOCC3)c2)cc1,-1,-1,-1.4,12,2,-2.9,1,6,9,-4
C[C@H](NC(=O)[C@H]1N2C(=O)c3ccccc3C2SC1(C)C)C(=O)N1CCC[C@H]1C(=O)O (stereo not given in full),0,-2,-0.2,11,-2,-0.1,0,7,-6,-10
CC(=Nc1ccccc1)C1=C(O)CSC1=O,-3,-3,2.3,0,2,0.3,2,-2,-10,-1
Cc1cccc(C(=O)Nc2onc(C)c2C#N)c1,-4,3,-0.9,-7,-8,-0.5,-2,-1,0,-2
COCCCn1c(=O)c2ccccc2n(CC(=O)NCCC2=CCCCC2)c1=O,-6,-3,1.2,-21,1,-1.4,-1,7,2,1
CCOC(=O)c1c(N2C(=O)C3C4C=CC(O4)C3C2=O)sc2c1CCCC2 (stereo not given),-2,0,1.5,-12,1,-0.9,1,0,2,0
C[C@@H]1CCC[C@@]2(O[C@H](CCO)C[C@@H](O)[C@@H]2O)O1,3,-3,1.7,19,-9,-0.2,0,8,3,0
CC(CCc1ccccc1)NC(=O)c1ccc(NC(=O)c2ccccc2)cc1 (stereo not given),-6,-2,0.2,-46,-6,-2.2,1,-2,-2,-3
COc1ccc(CCNC(=O)CSc2nnc(-c3cccc(F)c3)o2)cc1OC,1,-9,1.4,4,14,-5.7,1,6,-4,-3
CCN(CC)CCN(Cc1cc2cc3c(cc2[nH]c1=O)OCO3)C(=S)NC,-5,-4,-0.8,27,9,0.1,-2,-3,4,-1
CC1(C2CC2)NC(=O)NC1=O (stereo not given),-3,-3,1.5,35,5,0.8,0,1,2,-4
Cc1cccc(CN2CCN(Cc3nc4c(s3)CCCC4)CC2CCO)n1 (stereo not given),0,-5,0.6,13,-7,-2.1,-1,2,-21,-3
COc1ccccc1C(CC(=O)Nc1nccs1)c1ccco1 (stereo not given),-3,-4,-1.4,32,-10,-1.2,-3,0,-16,-5
O=C(NC1CC2CCCC(C1)N2S(=O)(=O)c1ccccc1)C1CCCCC1 (stereo not given),9,3,-0.4,17,-7,0.8,-2,-2,-6,-2

Bioassay records: PubChem, several laboratories
